CYP2C19 inh = blocks human cytochrome P450 2C19; P33261; CYP2C19 Supersomes, luciferin-H EGE luminescence, 30 min; inhibition, % at 5 µM; 96,000 compounds, 21% hits; AID 778;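 active = CYP2C19 inhibition above a set limit at 5 µM in the primary screen, cut at about 50% in these data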;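 note: plate controls were negative control wells for no effect and 2.5 mM tranylcypromine positive control for full effect; values of inactives mirror those of a sister screen read the other way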
Target sequence (P33261 whole entry, looked up): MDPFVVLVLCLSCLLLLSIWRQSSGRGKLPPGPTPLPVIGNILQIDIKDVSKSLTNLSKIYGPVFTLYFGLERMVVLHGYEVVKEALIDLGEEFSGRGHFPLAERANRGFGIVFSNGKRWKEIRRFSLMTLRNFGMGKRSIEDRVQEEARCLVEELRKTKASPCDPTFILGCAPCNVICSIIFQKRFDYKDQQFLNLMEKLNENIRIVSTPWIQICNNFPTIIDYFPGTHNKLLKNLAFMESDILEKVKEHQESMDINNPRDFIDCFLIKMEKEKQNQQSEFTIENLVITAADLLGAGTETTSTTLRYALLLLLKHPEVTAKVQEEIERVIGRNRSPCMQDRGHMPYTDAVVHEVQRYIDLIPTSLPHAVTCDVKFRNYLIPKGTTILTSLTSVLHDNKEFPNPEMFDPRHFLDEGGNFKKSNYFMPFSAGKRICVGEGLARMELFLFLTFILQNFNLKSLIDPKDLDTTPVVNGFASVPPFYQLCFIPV
CD11b adhes inh = blocks human CD11b/CD18 adhesion to fibrinogen; K562 CD11b/CD18 adhesion to fibrinogen, ATPlite luminescence; Mn2+ added to activate the integrin; inhibition, % at 10 µM; AID 1497; 93,000 compounds, 0.54% hits;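 active = primary inhibition of 50% or more at 10 µM, then 40% or more on retest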; note: some results filed as inactive read as strong as hits
CYP2C19 activ = cytochrome P450 2C19 (human) activation | P33261 | recombinant CYP2C19, luciferin-H EGE luminescence; stronger effect = higher value; 0 = fully inhibited enzyme, 1 = untreated enzyme | activation factor at 5 µM | 96,000 tested, under 10 active | AID 1025;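 active = activation factor of at least 2 at 5 µM in the primary screen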;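 note: 0 = wells with 2.5 mM tranylcypromine and 1 = vehicle-only wells; values of inactives mirror those of a sister screen read the other way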
Fibroblast inh = blocks proliferation of human lung fibroblasts. LL 47 human lung fibroblast viability, ATP luminescence; stronger effect = lower value. viability, % at 10 µM. 85,000 compounds, 1.1% hits. AID 719;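 active = viability at or below 50% in the single dose screen; inactive = viability above 50%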;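 note: compound exposure lasted 72 h before the ATP readout; 100% = median luminescence of untreated cell-only wells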
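Times – overnight cell rest, 72 h compound treatment at 37 °C · Test system – human lung fibroblast line LL 47, low passage · Amount – 1,150 cells in each well · Controls – cell-only wells, no compound · Doses – 0.1% DMSO in all compound wells · Measured by – CellTiter-Glo luminescence · Buffer or medium – IMEM plus 15% FBS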
CD11b adhes enh = increases human CD11b/CD18 adhesion to fibrinogen | activation, % at 10 µM | AID 1499 | P05107+P11215 | K562 CD11b/CD18 adhesion to fibrinogen, ATPlite luminescence | 93,000 compounds, 0.07% hits;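 active = 10 µM primary screen giving 50% or more activity, confirmed by 40% or more on retest at that dose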; note: strong numbers were not always called active
ERa SRC1 pot = ER-alpha (human) coactivator binding potentiation | P03372 | TR-FRET ERalpha-LBD/SRC-Cy5 coactivator binding, 2 h; 100 = basal binding, no effect | coactivator binding (% of control), % at 25.6 µM | 86,000 compounds, 1.3% hits; in the data active = activity above about 200%;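 note: binding measured in presence of low estradiol as agonist stimulus; 0% = peptide alone without receptor and 100% = receptor with peptide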
Target sequence (P03372 whole entry, looked up, the tested form may be a part): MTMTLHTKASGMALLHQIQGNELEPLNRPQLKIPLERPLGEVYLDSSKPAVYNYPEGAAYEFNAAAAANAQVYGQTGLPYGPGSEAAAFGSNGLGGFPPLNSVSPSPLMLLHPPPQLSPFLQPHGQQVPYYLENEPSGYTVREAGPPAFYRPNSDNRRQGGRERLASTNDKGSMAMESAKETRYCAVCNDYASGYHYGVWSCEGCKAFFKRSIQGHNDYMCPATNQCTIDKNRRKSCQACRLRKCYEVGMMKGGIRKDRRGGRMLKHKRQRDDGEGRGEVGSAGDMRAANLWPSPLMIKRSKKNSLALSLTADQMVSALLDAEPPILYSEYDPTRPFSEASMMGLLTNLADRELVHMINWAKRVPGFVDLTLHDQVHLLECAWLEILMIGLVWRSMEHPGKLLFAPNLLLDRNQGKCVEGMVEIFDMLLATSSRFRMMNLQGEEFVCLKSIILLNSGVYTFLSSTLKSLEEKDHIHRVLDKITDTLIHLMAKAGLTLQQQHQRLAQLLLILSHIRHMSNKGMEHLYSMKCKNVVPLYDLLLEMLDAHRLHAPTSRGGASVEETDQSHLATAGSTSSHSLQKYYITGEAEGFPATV
HUVEC prolif 384 = blocks proliferation of human endothelial cells; AID 648; viability, % at 10 µM (by protocol); HUVEC proliferation, CellTiter-Glo luminescence, 72 h; stronger effect = lower value; 86,000 compounds, 1.1% hits;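 active = viability at or below 30%; inactive = viability above 30%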;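 note: 100% = median luminescence of DMSO-only cell control wells on each plate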
H69AR growth 86K = blocks growth of human H69AR lung tumor cells; viability, % at 10 µM; 85,000 compounds, 6% hits; H69AR lung tumor viability, ATP luminescence, 72 h; stronger effect = lower value;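 active = viability at or below 40%; inactive = viability above 40%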;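 note: multidrug resistant small cell line overexpressing MRP-1 efflux transporter; 100% = mean luminescence of untreated control wells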
ERa SRC1 inh = blocks coactivator binding to human estrogen receptor alpha; 86,000 compounds, 1.7% hits; TR-FRET ER-alpha LBD / SRC-1 peptide, estradiol-bound; inhibition, % at 25.6 µM; P03372; in the data active = inhibition above about 50%;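 note: 0% = receptor plus peptide control and 100% = peptide only without receptor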
* marks the source's active call; other numbers are inactive results; x = not tested or not shown; [ ] = remark or other dose. This is a random part of the collection; any-hit rate near 26%.

canonical_smiles	CYP2C19 inh	CD11b adhes inh	CYP2C19 activ	Fibroblast inh	CD11b adhes enh	ERa SRC1 pot	HUVEC prolif 384	H69AR growth 86K	ERa SRC1 inh
O=C(CN1C(=O)NC2(CCCCCCC2)C1=O)N1CCN(C(=O)c2ccco2)CC1	12	-57	0.9	98	6	80[fluorescence artefact?]	86	50	31
Cc1nn(-c2ccc(Cl)cc2)c2[nH]c(=O)c(CNCc3ccc4c(c3)OCO4)cc12	65*	-2	0.4	88	1	93[fluorescence artefact?]	82	32*	-1
O=C(Nc1nc2ccccc2n1CCOc1ccccc1)c1ccco1	58*	8	0.4	65	-1	131	74	42	4
O=C(O)/C=C\C(=O)Nc1ccccc1C#Cc1ccccc1	3	-18	1	x	-5	x	x	x	x
CS(=O)(=O)c1ccc2nc(NC(=O)CN3CCN(Cc4ccccc4)CC3)sc2c1	65*	-8	0.3	98	-3	86	100	76	6[fluorescence artefact?]
Cc1ccc(S(=O)(=O)NC(=O)N2CCCC(C)(C)C2)cc1	-4	-10	1	106	1	110	97	91	3[fluorescence artefact?]
CCSc1ncnc2c1sc1nc(-c3ccco3)c3c(c12)CC(C)(C)OC3	-12	-2	1.1	109	-4	88[fluorescence artefact?]	101	108	6
O=C1NC(Cc2c[nH]c3ccccc23)C(=O)N1CCOc1ccc(F)cc1 (stereo not drawn)	74*	-4	0.3	91	-6	123[fluorescence artefact?]	89	83	-9
C=CCn1c(N)cc(=O)nc1SCC(=O)Nc1ccc2ccccc2c1	x	x	x	99	x	101	82	82	-3
COc1ccc(-n2c(Cc3cccn3C)nnc2SCC(N)=O)cc1	-1	7	1	96	1	130	98	95	-12
Fc1cccc(NC(=S)NCCCN2CCOCC2)c1	12	2	0.9	x	-2	x	x	x	x
COc1ccc(OC)c(N(CC(=O)N2CCc3ccccc3C2)S(C)(=O)=O)c1	24	x	0.8	101	x	99	86	83	-3
Cc1ccc(C(c2sc3nc(C)nn3c2O)N2CCN(c3ccccc3F)CC2)cc1 (stereo not drawn)	45	-16	0.6	102	0	107	103	102	-2
O=C(Cn1cnc2ccccc2c1=O)NCC1COc2ccccc2O1 (stereo not drawn)	23	-1	0.8	106	2	104	96	104	-5
C=CCNCCCCOc1ccc(C)cc1[N+](=O)[O-]	6	-8	0.9	x	-6	x	x	x	x
CC1CN(C2CCN(C(=O)c3cccc(Cl)c3)CC2)CC(C)O1 (stereo not drawn)	21	x	0.8	108	x	105	93	100	0
CCOC(=O)c1c(NC(=O)c2ccc(N3C(=O)C4C5C=CC(C5)C4C3=O)cc2)sc2c1CCCC2 (stereo not drawn)	14	1	0.9	x	14	x	x	x	x
COc1ccc2nc(N3CCOCC3)cc(C)c2c1	17	2	0.8	110	-1	96	96	102	1
O=C(NC1CCCCCC1)c1c(O)c2cccc3c2n(c1=O)CCC3	1	-26	1	107	15	109	103	77	-3
CC(=O)Nc1ccc(C(=S)NCc2ccco2)cc1	33	-6	0.7	x	1	x	x	x	x

Sorted by the number under ERa SRC1 pot (ascending): 3 of the compounds above.
compound | CYP2C19 inh | CD11b adhes inh | CYP2C19 activ | CD11b adhes enh | ERa SRC1 pot | ERa SRC1 inh
CC1CN(C2CCN(C(=O)c3cccc(Cl)c3)CC2)CC(C)O1 (stereo not drawn) | 21 | x | 0.8 | x | 105 | 0
Cc1ccc(S(=O)(=O)NC(=O)N2CCCC(C)(C)C2)cc1 | -4 | -10 | 1 | 1 | 110 | 3[fluorescence artefact?]
O=C(Nc1nc2ccccc2n1CCOc1ccccc1)c1ccco1 | 58* | 8 | 0.4 | -1 | 131 | 4

(listing goes on)
canonical_smiles	CYP2C19 inh	CD11b adhes inh	CYP2C19 activ	Fibroblast inh	CD11b adhes enh	ERa SRC1 pot	HUVEC prolif 384	H69AR growth 86K	ERa SRC1 inh
COc1ccc(CNC(=O)C(CCSC)NC(=O)c2ccco2)cc1 (stereo not drawn)	60*	0	0.4	x	0	x	x	x	x
O=C(NCc1ccc2c(c1)OCO2)C(=O)NC1CCCCC1	19	-10	0.8	107	-2	103	99	80	6
O=C(CCCCC(=O)NCc1cccs1)NCc1cccs1	-9	-20	1.1	105	2	98	99	97	-2
COc1ccccc1Nc1ncc(C(=O)N2CCC(C(N)=O)CC2)c2ccccc12	-5	-14	1.1	100	-3	124	92	92	0[fluorescence artefact?]
COCC(N)(c1ccccc1)c1nc2ccccc2n1C (stereo not drawn)	52*	-18	0.5	101	-4	108	101	105	7
Cc1ccc(NC(=O)c2ccc(NS(=O)(=O)c3c(C)noc3C)cc2)cc1C	8	31	0.9	93	1	96	73	98	-13
CN(CC(=O)Nc1nc2ccc(F)cc2s1)S(=O)(=O)c1ccc(Cl)cc1	-19	-1	1.2	92	-6	110	84	41	4
O=C(O)[C@H](CO)Nc1ncnc2sc3c(c12)CCC3	11	x	0.9	100	x	105	100	85	-5
O=C(/C=C/Nc1cccc(O)c1)c1ccccc1	37	69*	0.6	96	-2	119[fluorescence artefact?]	89	97	-4
O=C(c1cccs1)N1CCC(Cc2ccccc2)CC1	x	x	x	91	x	106	97	97	0
CCC(C)NC(=O)c1ccccc1NC(=O)CN(c1ccc(OC)cc1)S(C)(=O)=O (stereo not drawn)	72*	6	0.3	97	-1	112[fluorescence artefact?]	98	108	-6
CCC1(C)NC(=O)N(CC(=O)Nc2sc3c(c2C(N)=O)CCC3)C1=O (stereo not drawn)	49	-5	0.5	98	-1	22	99	92	76*
S=C(Nc1ccccc1)N1N=CCC1c1ccccc1 (stereo not drawn)	66*	72*	0.3	100	-4	97	101	92	-7
O=C(CCCCn1c(=S)[nH]c2ccsc2c1=O)NCc1ccco1	33	x	0.7	97	x	100[fluorescence artefact?]	77	90	4
COCCn1c(SCC(=O)Nc2ccc3c(c2)OCCO3)nnc1-c1c[nH]c2ccccc12	32	-7	0.7	98	3	101[fluorescence artefact?]	96	96	-20
CCn1c(SCC(=O)N2c3ccccc3CCc3ccccc32)nc2c1c(=O)n(C)c(=O)n2C	x	x	x	99	x	105	94	14*	15
COc1ccc(C(=O)N2CCN(C(=O)c3ccco3)CC2)cc1OC	-14	0	1.1	102	2	106	99	96	3[fluorescence artefact?]
COc1ccc(OCC(=O)N2CCN(C(=O)c3cccc4ccccc34)CC2)cc1	2	-1	1	99	-2	124	91	87	1
O=C1CC(N(CCc2ccccc2)C(=S)Nc2cc(Cl)ccc2Cl)C(=O)N1c1c(Cl)cccc1Cl (stereo not drawn)	8	2	0.9	x	21	x	x	x	x
O=c1c2ccccc2nnn1CSc1nnc(-c2ccc3c(c2)OCO3)o1	4	1	1	97	-3	121	98	103	3
O=c1[nH]c(=S)c2c(n1-c1ccccc1)CCC2	23	1	0.8	98	-3	109	94	88	4
Cc1cc(=O)c2n(Cc3ccccc3Cl)nc[n+]2[nH]1	x	x	x	102	x	109	94	82	0
CC(=O)N1c2ccccc2C(C)CC12CCCCC2 (stereo not drawn)	x	x	x	92	x	110	100	81	-20
CCOc1cc(S(=O)(=O)N2CCOCC2)ccc1F	57*	-12	0.4	103	-1	130	97	98	-5[fluorescence artefact?]
CC1CCCCN1C(=O)COc1ccc(NC(=O)c2ccco2)cc1 (stereo not drawn)	34	9	0.7	97	-2	90	101	94	-5
CCCCOc1ccc(-c2nc(=S)[nH][nH]2)cc1	3	-41	1	106	-3	76	80	19*	-3
CN(C)CC(=O)c1ccc(-c2ccccc2)cc1	-2	2	1	98	2	91	108	82	8
Cc1n[nH]c(=O)nc1N1CCc2ccccc2C1	-7	-3	1.1	99	2	120	105	94	-12
COc1ccccc1S(=O)Cc1ccc(C(=O)NCc2ccccc2Cl)o1 (stereo not drawn)	36	1	0.6	104	-1	115	105	91	-13
COc1ccc(CCNC(=O)CSc2nc3c(c(=O)n(C)c(=O)n3C)n2C(C)C)cc1OC	9	-9	0.9	90	-2	98	96	90	1
c1cc2nnnn2nc1N1CCCCCC1	x	x	x	100	x	103	101	104	-14
CCn1c(=O)c(C(=O)Nc2nc3ccccc3[nH]2)c(O)c2ccccc21	-1	96*	1	x	-8	x	x	x	x
Cc1ccc(-c2nc(-c3ccccn3)no2)cc1Cl	42	71*	0.6	81	-3	112	75	81	7
COC(=O)c1ccc(C(=O)OC)c(N)c1	17	0	0.8	101	-2	128	105	90	-5
O=C(NCc1ccco1)C1CC(=O)N(c2ccc(O)cc2)C1 (stereo not drawn)	-5	-21	1	92	-1	117	104	94	-17
CCC(C)c1ccc(O)c(NC(=O)c2ncn[nH]2)c1 (stereo not drawn)	22	-33	0.8	98	4	98	102	107	9
COCCn1c(SCC#N)nnc1-c1ccc2c(c1)OCO2	16	51	0.8	97	2	97	91	92	-1
O=C(CSc1nnc(-c2cccnc2)n1-c1ccccc1)Nc1ccccn1	8	-4	0.9	106	3	103	90	94	-5
Cc1cccc(C)c1OCC(O)Cn1nnc2ccccc21 (stereo not drawn)	59*	x	0.4	100	x	97	100	91	6
CC1CCCCN1S(=O)(=O)c1ccc2c(c1)oc(=O)n2CC(=O)O (stereo not drawn)	10	11	0.9	95	-3	81	95	79	-2
COc1ccc(C(=S)NC2CCCCC2)cc1	27	-17	0.7	x	-3	x	x	x	x
CC(C)CSc1nsc(N)n1	15	-16	0.8	103	0	108	110	108	-2
Cn1c(=O)c2cc(S(=O)(=O)NCCC(=O)Nc3ccccc3F)ccc2n(C)c1=O	1	-9	1	93	0	129	94	94	1
Cc1cc2nc(-c3cccc(NC(=O)c4ccc(Br)o4)c3)oc2cc1C	-13	13	1.1	103	1	120	95	84	10[fluorescence artefact?]
Clc1ccc(OCc2nnc3n2N=C(c2ccc4c(c2)OCCO4)CS3)c(Cl)c1	74*	-2	0.3	87	4	101	77	38*	26[fluorescence artefact?]
c1ccc(C(c2nnnn2C2CCCC2)N2CCN(c3nc4ccccc4s3)CC2)cc1 (stereo not drawn)	x	x	x	96	x	91	89	70	4
Cc1cccc(NS(=O)(=O)c2cc(C(=O)NCCC3=CCCCC3)ccc2Cl)c1	26	7	0.7	x	-6	x	x	x	x
CC(=O)c1cc2c(cc1NC(=O)C1CC1)OCO2	x	x	x	97	x	119	84	90	-20
OC(CN1CCOCC1)CN1CCOCC1	12	4	0.9	98	2	102	99	86	3
CC1(C)Oc2ccc3ccc(=O)oc3c2-c2cnoc21	3	7	1	99	-5	121	112	97	-5

Later entries
canonical_smiles	CYP2C19 inh	CD11b adhes inh	CYP2C19 activ	Fibroblast inh	CD11b adhes enh	ERa SRC1 pot	HUVEC prolif 384	H69AR growth 86K	ERa SRC1 inh
Cn1c(=O)c2c(nc(SCCCO)n2Cc2ccccc2Cl)n(C)c1=O	34	-33	0.7	x	3	x	x	x	x
COC(=O)Cc1[nH]nc2c1C(c1c[nH]c3ccccc13)C(C#N)=C(N)O2 (stereo not drawn)	52*	-9	0.5	77	1	122[fluorescence artefact?]	68	50	-31[fluorescence artefact?]
CSc1ccccc1-c1nnc(-c2ccc(Cl)cc2)o1	-15	20	1.2	x	-2	x	x	x	x
CCCN(Cc1ccccc1)C(=O)Nc1ccc2c(c1)nnn2C	34	-51	0.7	99	0	110	108	101	-18
COc1ccc(OC)c(C(=O)CSc2nccc(-c3ccc(Br)cc3)n2)c1	11	6	0.9	x	-2	x	x	x	x
COc1ccc(C)cc1NCc1cccc(OC)c1OC	39	-20	0.6	99	2	103	100	64	2

Source: PubChem BioAssay (several laboratories)
